Kir21 block = inhibitors of mouse Kir2.1 inward-rectifier potassium channel; HEK293-Kir2.1, FluxOR thallium flux fluorescence; active compounds read low; B-score at 10 µM; hit rate 0.85% among 310,000; AID 1672, 2009;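 active = fluorescence ratio B-score at or below minus 3 SD of library scores, with starting-brightness B-score within 2 SD, cut at about -4.2 in these data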;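 also: channel flux triggered by added potassium and thallium sulfate stimulus; B-score of peak minus minimum fluorescence over baseline after thallium stimulus; more negative B-score means stronger Kir2.1 block with less thallium influx; some compounds called inactive have numbers as strong as hits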
Target sequence (P35561 whole entry, looked up): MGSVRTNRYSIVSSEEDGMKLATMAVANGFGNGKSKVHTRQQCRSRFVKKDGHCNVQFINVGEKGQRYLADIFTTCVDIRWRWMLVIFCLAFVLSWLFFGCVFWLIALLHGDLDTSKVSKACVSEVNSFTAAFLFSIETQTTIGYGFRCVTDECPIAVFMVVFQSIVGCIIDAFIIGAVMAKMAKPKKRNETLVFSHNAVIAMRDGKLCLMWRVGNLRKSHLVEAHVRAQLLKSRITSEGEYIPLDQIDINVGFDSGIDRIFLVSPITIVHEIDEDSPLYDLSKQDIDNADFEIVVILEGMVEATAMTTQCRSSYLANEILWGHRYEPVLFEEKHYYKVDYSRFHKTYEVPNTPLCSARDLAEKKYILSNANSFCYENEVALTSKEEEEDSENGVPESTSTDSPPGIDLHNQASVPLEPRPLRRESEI
STK33 inh = inhibitors of purified STK33 kinase, primary screen, biochemical, ADP-Glo luminescence, homogeneous, cell-free; inhibition, % at 10 µM; hit rate 0.073% among 320,000; Serine/threonine-protein kinase 33 (Homo sapiens), Q9BYT3; AID 2661, 2010; MBP phosphorylation;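 active = inhibition at or above 25%, using the most active replicate where run in duplicate; inactive = inhibition below 25%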
Target sequence (Q9BYT3 whole entry, looked up): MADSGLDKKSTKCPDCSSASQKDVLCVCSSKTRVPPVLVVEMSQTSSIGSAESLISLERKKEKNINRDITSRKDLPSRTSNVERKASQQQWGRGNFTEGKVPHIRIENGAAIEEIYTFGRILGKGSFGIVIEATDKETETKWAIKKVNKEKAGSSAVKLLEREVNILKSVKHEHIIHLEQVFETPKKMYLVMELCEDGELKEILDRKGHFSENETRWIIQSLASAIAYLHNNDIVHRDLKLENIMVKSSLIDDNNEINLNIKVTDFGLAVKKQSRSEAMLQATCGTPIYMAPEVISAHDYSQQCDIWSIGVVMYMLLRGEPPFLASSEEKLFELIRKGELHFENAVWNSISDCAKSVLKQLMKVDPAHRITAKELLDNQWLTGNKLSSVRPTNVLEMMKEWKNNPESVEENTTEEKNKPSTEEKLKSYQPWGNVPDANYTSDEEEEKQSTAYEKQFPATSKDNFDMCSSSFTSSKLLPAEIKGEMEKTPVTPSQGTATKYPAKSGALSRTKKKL
* marks the source's active call; other numbers are inactive results; / = not tested or not shown. Rows are unselected (roughly 0.84% active in at least one column).

STK33 inh,Kir21 block,Molecule
-0.3,0.68,Cc1cccc(-n2ccc(=O)c(C(=O)Nc3ccc(S(=O)(=O)Nc4nccs4)cc3)n2)c1
0.7,3,COC(=O)C1=C(N)Oc2c(oc(CO)cc2=O)C1c1ccccc1F (stereo not given)
0.5,/,C[C@H](CO)N1C[C@H](C)[C@@H](CN(C)Cc2ccc3c(c2)OCO3)Oc2c(NC(=O)Cc3ccccc3)cccc2C1=O
/,0.02,O=C(NC1CCCCCCC1)c1cc(COc2ccc3ncccc3c2)on1
-1.4,-2.2,CC(c1nnc(SCC(=O)Nc2cccnc2Cl)n1-c1ccccc1)N(C)C (stereo not given)
/,-0.33,Cc1cc(C)c(S(=O)(=O)N2CCC3(CC2)OCCN3S(=O)(=O)c2cccs2)c(C)c1
-0.2,-0.21,Cc1[nH]n(-c2ccccc2)c(=O)c1N=Nc1ccc(C(=O)O)cc1
-0.9,-1.6,Cc1ccc(-c2nnc(-c3ccccc3)c(N3CCOCC3)n2)cc1
2.3,-0.13,O=C(NCCN1CCCCCC1)C1CCCN1S(=O)(=O)c1cccc2nsnc12 (stereo not given)
-0.3,-0.02,COC(=O)Cc1c(C)c2ccc(OCC(=O)N3CCCC(C)C3)c(C)c2oc1=O (stereo not given)
0.5,-0.42,CCC(=O)N1CCN(c2ccccc2NC(=S)NC(=O)c2ccco2)CC1
0.6,1.6,Cc1ccc(C(=O)N/N=C\C=C\c2ccc(Br)cc2)cn1
-0.2,-1,O=C(CSc1nnc(-c2cccnc2)n1-c1ccccc1)Nc1ccccn1
-1.5,-1.1,CNCc1c(C)nn(-c2ccccc2)c1C
0.9,0.44,CCOC(=O)N/N=C(\C)c1ccc(-n2cnnn2)cc1
-0.9,0.47,Cc1cc(C(=O)OCn2nnc3ccccc3c2=O)c(C)n1-c1ccccc1
-0.9,-0.54,CC(C)CCNC(=O)Cc1ccc(Nc2nc(=S)[nH]c3ccccc23)cc1
0.9,0.71,COc1ccc(C(=O)N/N=C(\C)CC(=O)NC2CCCCC2)c(OC)c1
0.8,0.12,CCC(=O)N1CCN(c2nc(CC)nc3sc4c(c23)CCCC4)CC1
-0.8,1.2,COCCCNC(=O)CCC(=O)NNc1nc2ccccc2c2nc(C)nn12
-2.2,-0.05,CC(=O)c1sc(NC(=O)c2cccc(N3C(=O)CCC3=O)c2)nc1-c1ccccc1
0.1,1.1,NS(=O)(=O)c1cccnc1Nc1cccc(C(F)(F)F)c1
-0.9,0.01,CCC(=O)Nc1cc(SCCO)cc([N+](=O)[O-])c1
-0.3,-2,CC(CN1CCOCC1)OC(=O)c1cccs1 (stereo not given)
0.4,-9.5*,Cc1c(Cl)cccc1Nc1nc(NCCO)c2ccccc2n1
1.9,-0.74,CN(C)CCCNC(=O)c1cc(C(=O)c2cccc(Cl)c2Cl)c[nH]1
-0.5,-0.35,Cc1ccc(N(C)S(=O)(=O)c2cc3c(cc2C)NC(=O)CO3)cc1
-0.4,-0.11,COc1ccccc1CCNS(=O)(=O)CCNC(=O)c1ccccc1
-1.1,0.68,O=S(=O)(Nc1cc(Cl)cc(Cl)c1)N1CCOCC1
0.4,0.75,CC(C)CCNC(=O)c1cc2c(=O)[nH]c3ccccc3c2s1
-1.2,-1.9,O=C(CCc1ccccc1)NCCSCc1c(F)cccc1Cl
-0.7,0.34,O=C(O)c1cccc(N=NN2CCCCCC2)c1
2.9,-0.38,CCCSc1cc(N2CCN(C)CC2)nc(-c2ccc(OC)cc2)n1
-0.4,/,CC(OC(=O)c1ccc(NC(=O)CC#N)cc1)C(=O)NCCC1=CCCCC1 (stereo not given)
-2.8,-5*,C(#CCN1CCC(Cc2ccccc2)CC1)COCCOCc1ccccc1
-1.4,2.3,Cc1ccsc1/C=C(\CC(=O)O)c1nc2ccccc2o1

Looked up above:
Cc1ccc(N(C)S(=O)(=O)c2cc3c(cc2C)NC(=O)CO3)cc1 in Kir21 block: -0.35
Cc1ccsc1/C=C(\CC(=O)O)c1nc2ccccc2o1 in Kir21 block: 2.3
COc1ccccc1CCNS(=O)(=O)CCNC(=O)c1ccccc1 in Kir21 block: -0.11
CCCSc1cc(N2CCN(C)CC2)nc(-c2ccc(OC)cc2)n1 in Kir21 block: -0.38

(listing goes on)
STK33 inh,Kir21 block,Molecule
-0.5,1.6,O=C(CN(Cc1ccccc1Cl)C(=O)CN1C(=O)CSc2ccccc21)NC1CC1
-0.5,-1.2,CC(=O)Nc1ccc(S(=O)(=O)N2CCN=C2SCc2ccc([N+](=O)[O-])cc2)cc1
0.9,0.35,Cn1c(=O)c(=O)n(C)c2cc(S(=O)(=O)CCC(=O)Nc3cccc(C(F)(F)F)c3)ccc21
-0.6,-0.3,Cc1cccc(-c2nnc(-c3ccccc3)o2)c1
-0.1,-0.58,CCC(=O)N1c2ccc(S(=O)(=O)NC3CCCCC3)cc2CC1C (stereo not given)
0.5,/,Cn1cccc1C(=O)OCC(=O)c1ccc(Br)s1
3.6,-0.63,CCC(C)(C)NC(=O)C(c1ccncc1)N(C(=O)c1sc(C)nc1C)c1ccc(C)cc1 (stereo not given)
-0.2,-0.59,C=CCNC(=O)c1ccccc1NC(=O)COc1ccccc1
3.3,-0.65,Oc1ccc(/C=N/NC(=S)Nc2cccnc2)cc1
-0.6,-1.4,O=S(=O)(NC1CCCC1)c1cc(F)ccc1F
0.7,1.5,COc1ccc(S(=O)(=O)N2CC(C)N(S(=O)(=O)c3ccc(OC)cc3)CC2C)cc1 (stereo not given)
-0.7,0.08,COC(=O)c1ccc(CSc2nc3ccc(S(=O)(=O)N4CCOCC4)cc3[nH]2)cc1

3 structures out of the list, ordered by length of the SMILES, smallest number first:
STK33 inh,Kir21 block,Molecule
-0.5,1.6,O=C(CN(Cc1ccccc1Cl)C(=O)CN1C(=O)CSc2ccccc21)NC1CC1
3.6,-0.63,CCC(C)(C)NC(=O)C(c1ccncc1)N(C(=O)c1sc(C)nc1C)c1ccc(C)cc1 (stereo not given)
-0.5,-1.2,CC(=O)Nc1ccc(S(=O)(=O)N2CCN=C2SCc2ccc([N+](=O)[O-])cc2)cc1

Continued:
STK33 inh,Kir21 block,Molecule
-1.5,1.8,N#Cc1cccc(NC(=O)C2SC(=Nc3ccccc3)C(C(=O)N3CCOCC3)=C2N)c1 (stereo not given)
-0.6,1.6,CCn1nc(C)cc1C(=O)N1CCCC(CCC(=O)NCc2ccccc2F)C1 (stereo not given)
-0.8,0.04,Nc1ccnc(C(F)(F)F)c1C(=O)c1ccccc1
0.6,-0.87,COc1ccc(C2CC(c3cccc(Cl)c3)n3nc(N)nc3N2)cc1 (stereo not given)
3.0,-0.55,Oc1ccccc1C1=Nc2ncnn2C(c2ccccc2)C1 (stereo not given)
-0.5,/,CC(=O)c1ccc(NC(=O)COC(=O)c2c[nH]c3ccccc23)cc1
-0.5,0.43,CC1CN(S(=O)(=O)c2ccc(NC(=O)CCN3C(=O)c4ccccc4C3=O)cc2)CC(C)O1 (stereo not given)
0.7,2.8,Cc1cc(C)cc(OCc2nnc(SCC(=O)OC3CCCCC3)o2)c1
0.1,-1.4,CC1(C)CC(=O)C(C=NCC2CCN(C(=S)Nc3cccc(Cl)c3)CC2)=C(O)C1
-0.5,0.05,CC(C)NC(=O)c1ccccc1NC(=O)CCc1ccccc1
-1.2,0.98,COCCN(C(=O)COC(=O)CCc1ccccc1OC)c1c(N)n(Cc2ccccc2)c(=O)[nH]c1=O
-0.8,0.39,CC1(C)CC2CC(C)(CN2/C=N/c2sc3c(c2C#N)CC(C)(C)NC3(C)C)C1 (stereo not given)

4 entries from above, as labelled records.
smiles: CC1CN(S(=O)(=O)c2ccc(NC(=O)CCN3C(=O)c4ccccc4C3=O)cc2)CC(C)O1 (stereo not given)
  STK33 inh = -0.5
  Kir21 block = 0.43
smiles: Cc1cc(C)cc(OCc2nnc(SCC(=O)OC3CCCCC3)o2)c1
  STK33 inh = 0.7
  Kir21 block = 2.8
smiles: CC1(C)CC(=O)C(C=NCC2CCN(C(=S)Nc3cccc(Cl)c3)CC2)=C(O)C1
  STK33 inh = 0.1
  Kir21 block = -1.4
smiles: CC(C)NC(=O)c1ccccc1NC(=O)CCc1ccccc1
  STK33 inh = -0.5
  Kir21 block = 0.05

The listing continues.
STK33 inh,Kir21 block,Molecule
-0.4,-1.7,CCCCNC(=O)c1cc2c(=O)n3cccc(C)c3nc2n(CCN2CCOCC2)c1=N
-1.6,0.61,CCNC(=S)N(Cc1ccc2c(c1)OCO2)C1CC(=O)N(c2ccc(F)cc2)C1=O (stereo not given)
-0.2,-1,N#Cc1c(N)nc2c(c1N)CC(C(F)(F)F)O2 (stereo not given)
-1.3,/,O=C(CSc1nnnn1C1CC1)N1CCN(c2ccc(O)cc2)CC1
-0.4,0.51,COc1ccc(C(=O)Nc2ccc3[nH]ccc3c2)cc1OC
-1.8,-1.4,CC(=O)C(Sc1nc(NC(C)(C)C)nc(N(C)C)n1)C(C)=O
-1.6,0.11,CN1c2ccccc2C(O)=C(C(=S)Nc2ccc(Cl)cc2)S1(=O)=O
-0.7,0.04,CCOc1ccc(NC(=O)CCS(=O)(=O)c2cccc3nsnc23)cc1
0.6,0.24,CCOC(=O)c1cc2c(nc1NC(=S)Nc1ccccc1)CC(C)(C)OC2
0.5,/,Cc1ccc(C(=O)NC(=S)N2CCCCCC2)cc1
0.2,-0.89,COc1ccccc1NC(=O)CN(C)S(=O)(=O)c1ccc(F)cc1
-0.6,2.3,COc1cc2nc(NCC3CCCO3)n3nc(-c4cccnc4)nc3c2cc1OC (stereo not given)
-1.4,-1,CCOc1ccc(CCNC(=O)C(C)n2nc(C)n3c(cc4occc43)c2=O)cc1OCC (stereo not given)
-3.6,-0.07,CCCNC(=S)NC1CC2CCCC(C1)N2Cc1ccc(F)cc1 (stereo not given)
-0.7,-0.04,O=C(Nc1cccc2ccccc12)N(CCO)C1CCS(=O)(=O)C1 (stereo not given)
/,0.99,CN1CCN(Cc2nc3cc(NC(=O)COc4ccc([N+](=O)[O-])cc4)ccc3n2C)CC1
0.3,1.3,COc1ccc(/C=C(\C#N)C(=O)OCC(=O)NC2CC2)cc1
0.3,-0.02,Cc1cc(C(=O)CSc2nnnn2-c2ccc(O)cc2)c(C)n1C
-0.9,1.3,C=C(C)CN(CC)C(=O)CC1C(=O)NCCN1CC(C)(C)C (stereo not given)
2.7,-2.3,N/C(=N\OC(=O)C1CCCCC1)c1ccccn1
0.4,-0.71,Cc1nnc(Oc2ccc([N+](=O)[O-])cc2)c2ccccc12
-1.1,0.99,COc1ccc(S(=O)(=O)N(C)CC(=O)NCCCN2CCOCC2)cc1Cl
0.0,0.89,CC(=O)c1ccccc1NC(=O)COC(=O)/C=C/c1ccc(C)o1
-0.4,-0.22,Cn1c(=O)c2ccccc2n(Cc2ccccc2F)c1=O
5.2,1,CC1(C)NC(=O)N(CCCCOc2ccccc2[N+](=O)[O-])C1=O
0.7,-0.49,O=C(N/N=C\c1cc2c(cc1Cl)OCO2)c1ccc(Br)s1
0.4,-2.2,CCCCN(C)C(=O)C1CCN(Cc2cccc(OCc3ccccc3)c2)CC1
1.5,-0.63,Nc1cccc(-c2nc3ccc(C(=O)c4ccccc4)cc3[nH]2)c1
-0.8,0.1,CCOc1ccc(CCNC(=O)CCn2nc(C)c3c(C)n(-c4ccccc4)nc3c2=O)cc1
/,-2.5,O=C(CSc1nc2ccccc2[nH]1)NCc1ccc2c(c1)OCO2
-1.2,-0.27,CCCCNc1c(N)n(CCCC)c(=O)[nH]c1=O
-0.2,0.32,CCn1c(SCc2ccc(Cl)cc2Cl)nc2nc3c(cc2c1=O)CCCC3
1.7,-1.4,Cc1ccc(-c2cc(C(=O)NCCCN3CCOCC3)c3ccccc3n2)cc1
/,-1.5,COC(=O)Cc1c(C)nc2nc(-c3cccnc3)[nH]n2c1=O
-0.6,1.6,Cc1ccc(C(=O)N/N=C\C=C\c2ccccc2[N+](=O)[O-])cn1
-1.3,0.27,O=C(O)CCCCCNc1nc(=S)[nH]c2ccccc12
1.7,0.64,CCCCOc1ccc(C(=O)NCC2(c3ccc(OC)cc3)CCOCC2)cc1
-0.9,0.11,CCN(CC(=O)Nc1ccc(C(=O)OC)cc1)Cc1ccccc1
0.7,-0.16,COc1ccc(CCN2C(=O)C3C4C=CC(C3C2=O)C2C(=O)N(CCc3ccc(OC)c(OC)c3)C(=O)C42)cc1OC (stereo not given)
3.8,0.04,CC(C(=O)O)n1cc(Cl)cn1 (stereo not given)
0.3,/,CCOc1ccccc1/C=C/C(=O)N1CCN(C(=O)c2ccco2)CC1
-0.9,0.15,COc1ccc(NC(=O)CN2C(=O)C(c3ccccc3)=NC23CCCCCC3)cc1OC
9.6,0.86,CCNC(=O)CCSc1nc(C)cc(C)n1
-2.0,2.4,O=C(Nc1nnc(SCc2ccc(F)cc2)s1)C1Cc2ccccc2CN1C(=O)c1ccco1 (stereo not given)
-1.5,0.21,CCC(C)c1ccc(OCCn2cc(/C=N/NC(=O)CSc3nnc(C)s3)c3ccccc32)cc1 (stereo not given)
-1.2,-0.01,Cc1nn(C)c(C(=O)N/N=C/c2cccnc2)c1Br
-3.4,1.5,Nn1c(SCC(=O)N2CCCCCC2)nnc1-c1ccncc1
-1.2,/,Cc1ccc(NC(=O)COC(=O)C2COc3ccccc3O2)cc1 (stereo not given)
-0.9,0.69,CCCCC(=O)Nc1ccc(C(=O)NCCc2ccc(S(N)(=O)=O)cc2)cc1
17,1.4,O=c1c(Cl)c(O)c2cccc3c4ccccc4n1c23
0.6,/,COc1ccc([C@H]2CC(=O)C=C(c3ccccc3OC)C2)cc1OC
-0.3,-2.3,Cc1ccn2cc(-c3ccc(Br)cc3)nc2c1
1.1,0.31,CC(C)c1onc(C(=O)Nc2cccc(Cl)c2)c1[N+](=O)[O-]
-3.4,-0.09,CCN(CC)CCN1C(=O)C(=O)/C(=C(/O)c2ccc(S(=O)(=O)N3CCOCC3)cc2)C1c1ccc(C)cc1 (stereo not given)

Assay outcomes (PubChem)
